High-throughput results (PubChem)
BoNT-F LC inh: BoNT/F light chain protease inhibitors, primary screen, biochemical, flow cytometry, MLPCN library. inhibition, % at 10 µM. Botulinum neurotoxin type F light chain protease (Clostridium botulinum). Multiplex microsphere protease cleavage assay. 0.22% of 360,000 active; in the data active = inhibition above about 35%, passing the limit was not always enough; inconclusive = no clear call, values can overlap the other calls; note: plate controls were buffer without enzyme for full effect and enzyme alone for no effect
GDH-TPI inh: GDH-TPI coupling enzyme inhibitors, primary screen, artefact control for M. tuberculosis FBA inhibitor project, biochemical, absorbance, full deck; AID 588335, 2011; inhibition, % at 4.8 µM; 1.2% of 360,000 active; GDH-TPI coupled enzyme counterscreen, NADH absorbance;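 note: 0% = DMSO wells and 100% = wells lacking the enzyme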
Mtb FBA inh: Mtb FBA enzyme inhibitors, primary screen, biochemical, fluorescence, strain H37Rv; 2.3% of 360,000 active; purified M. tuberculosis FBA, fluorescence read-out; inhibition, % at 1 µM; AID 588726, 2011; Fructose-bisphosphate aldolase (Mycobacterium tuberculosis (strain ATCC 25618 / H37Rv)), …; in the data active = inhibition above about 27%;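 note: 0% = vehicle and 100% = reference inhibitor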
Rv3671c protease: Rv3671c serine protease inhibitors, primary screen, biochemical, fluorescence polarization, M. tuberculosis H37Rv; P9WHR9; inhibition, % at 5.96 µM; 0.048% of 320,000 active; in the data active = inhibition above about 38%;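 note: extracellular domain of Rv3671c used as enzyme; 0% = enzyme with DMSO and 100% = no enzyme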
Target sequence (P9WHR9 whole entry, looked up, the tested form may be a part): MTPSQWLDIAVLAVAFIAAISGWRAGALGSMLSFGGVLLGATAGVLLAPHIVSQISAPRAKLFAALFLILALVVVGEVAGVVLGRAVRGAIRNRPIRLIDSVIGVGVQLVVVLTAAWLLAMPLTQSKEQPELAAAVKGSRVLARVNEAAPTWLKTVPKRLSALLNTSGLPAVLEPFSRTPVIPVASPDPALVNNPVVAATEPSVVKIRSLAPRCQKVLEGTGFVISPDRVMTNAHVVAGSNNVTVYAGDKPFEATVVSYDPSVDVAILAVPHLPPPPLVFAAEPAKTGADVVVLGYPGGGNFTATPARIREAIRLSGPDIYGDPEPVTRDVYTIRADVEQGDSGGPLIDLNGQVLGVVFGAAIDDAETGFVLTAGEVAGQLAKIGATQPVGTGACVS
MazEF act: activators of E. coli MazEF toxin-antitoxin RNase, primary screen, biochemical, fluorescence, uHTS; AID 504720, 2011; FAM/BHQ RNA-DNA oligo cleavage fluorescence, 5 h; 0.32% of 350,000 active; activation, % at 20 µM; Endoribonuclease toxin MazF (Escherichia coli (strain K12)), P0AE70; in the data active = activation above about 50%
DUSP3 inh: VHR1 phosphatase inhibitors, primary screen, biochemical, absorbance, uHTS; Dual specificity protein phosphatase 3 (Homo sapiens), P51452; recombinant VHR phosphatase, pNPP absorbance; inhibition, % at 13.3 µM; 0.52% of 290,000 active; AID 1654, 2009; in the data active = inhibition above about 50%; note: some compounds called inactive have numbers as strong as hits
Target sequence (P51452 whole entry, looked up): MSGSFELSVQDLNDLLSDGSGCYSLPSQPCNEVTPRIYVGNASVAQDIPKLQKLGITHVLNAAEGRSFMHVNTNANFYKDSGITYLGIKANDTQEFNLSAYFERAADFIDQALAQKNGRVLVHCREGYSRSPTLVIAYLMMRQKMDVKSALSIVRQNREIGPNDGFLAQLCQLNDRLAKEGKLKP
CCHF vOTU inh: CCHFV vOTU protease inhibitors, primary screen, biochemical, Pep-AMC substrate, fluorescence; 0.55% of 370,000 active; Crimean-Congo hemorrhagic fever virus L polyprotein viral ovarian tumor (vOTU) protease …; inhibition, % at 11.5 µM; note: 0% = vehicle wells with enzyme and 100% = no enzyme wells
FadD28 FP inh: inhibitors of FadD28 bisubstrate probe binding, primary screen, biochemical, fluorescence polarization, single point; Mycobacterium tuberculosis FadD28 fatty-acid-AMP ligase; inhibition, % at 12.5 µM; 0.22% of 360,000 active; in the data active = inhibition above about 8.5%, passing the limit was not always enough; inconclusive = no clear call, values can overlap the other calls
Mtb BioA inh: M. tuberculosis BioA enzyme inhibitors, primary screen, biochemical, plate reader, single point, HTS; 7,8-diaminopelargonic acid synthase BioA (Mycobacterium tuberculosis); purified M. tuberculosis BioA enzyme; inhibition, % at 9.99 µM; 0.096% of 360,000 active; AID 602481, 2012; in the data active = inhibition above about 40%; inconclusive = no clear call, values can overlap the other calls
UGM FP inh: M. tuberculosis UGM enzyme inhibitors, primary screen, biochemical, fluorescence polarization, single point | purified UGM, fluorescence polarization probe displacement | AID 504406, 2011 | 0.06% of 320,000 active | inhibition, % at 10 µM | UDP-galactopyranose mutase (Mycobacterium tuberculosis (strain ATCC 25618 / H37Rv)), …; in the data active = inhibition above about 10%, passing the limit was not always enough; inconclusive = no clear call, values can overlap the other calls
Target sequence (P9WIQ1 whole entry, looked up): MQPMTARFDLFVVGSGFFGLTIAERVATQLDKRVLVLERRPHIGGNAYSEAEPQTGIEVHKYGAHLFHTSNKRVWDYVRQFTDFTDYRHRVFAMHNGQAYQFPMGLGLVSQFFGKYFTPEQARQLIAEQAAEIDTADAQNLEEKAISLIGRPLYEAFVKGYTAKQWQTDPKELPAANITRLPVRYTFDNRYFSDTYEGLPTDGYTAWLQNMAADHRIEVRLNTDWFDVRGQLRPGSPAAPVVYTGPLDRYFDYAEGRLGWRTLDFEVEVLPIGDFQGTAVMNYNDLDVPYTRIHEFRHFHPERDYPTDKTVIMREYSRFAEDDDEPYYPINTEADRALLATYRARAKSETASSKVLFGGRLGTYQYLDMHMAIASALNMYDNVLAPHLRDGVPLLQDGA
An asterisk follows results filed as active; ? = inconclusive; nt = not tested or not shown; & = joins results of further samples. Cut-off read from the data, not from the text of the source, unless noted: active = inhibition above about 30%; inactive = the rest.

SMILES	BoNT-F LC inh	GDH-TPI inh	Mtb FBA inh	Rv3671c protease	MazEF act	DUSP3 inh	CCHF vOTU inh	FadD28 FP inh	Mtb BioA inh	UGM FP inh
CCOC(=O)C1=C(COC(=O)Cc2ccccc2[N+](=O)[O-])NC(=O)NC1C (stereo not drawn)	-5	6	1	nt	0	nt	-6	-0.8	0.3	nt
O=C1NCCOC(=O)[C@@H](Cc2ccc(F)cc2)C/C=C\C[C@@H]1CC(=O)N(CCO)Cc1ccccc1	-5	-11	1	5	3	nt	-5	-1.7	11	2.3
Cc1c(O)ccc(-c2[nH]ncc2-c2nc3ccccc3s2)c1O	-2	0	-3	-1	14	36	-5	-7.0	1.1	2.2
CS(=O)(=O)Cc1cccc(C(=O)NN(c2ccccc2)c2ccccc2)c1	-7	-6	3	4	8	43	18	nt	1.0	1.2
NNC(=O)CCc1nc2ccc(O)cc2[nH]1	-6	2	0	-2	8	34	3	-1.9	1.3	2.0
COc1ccc2oc(=O)c(C(C)=O)cc2c1	1	15	2	-4	3	37	-14	1.6	-1.0	-5.0
Clc1ccc(-c2nnc(-c3cccc4ccccc34)o2)cc1	3	5	3	nt	-11	nt	-3	-2.0	-0.7	nt
CC1CCCCC1NCC(=O)Nc1ccccc1-c1ccccc1 (stereo not drawn)	-17	2	-2	0	-4	4	13	1.3	-1.5	-0.1
O=C(N1CCN(c2cccc(Cl)c2)CC1)C1(c2cccs2)CCOCC1	4	7	-1	-1	-2	4	-13	-2.8	0.3	-0.5
Cc1ccc(S(=O)(=O)N(C)C)cc1NC(=O)C(C)[N+]12CCN(CC1)CC2 (stereo not drawn)	1	-2	2	0	5	0	-15	?	nt	-0.4
O=C(NCc1ccccc1Cl)c1ccc2nnsc2c1	-6	-6	2	4	8	10	8	-2.4	-0.9	1.8
CCOc1ccc(NC(=O)CSc2nncn2C)cc1	2	0	7	1	-7	34	8	-0.1	11	1.0
Cc1cc(S(=O)(=O)N2CCN=C2c2ccccc2)c(C)cc1Cl	0	1	0	-3	1	2	-12	-4.7	nt	1.2
C[C@H](NC(=O)c1nc[nH]c1C(=O)N[C@@H](Cc1ccccc1)C(=O)OCc1ccccc1)c1ccccc1	-4	1	-3	-51	2	7	8	-3.1	-0.4	0.4
O=C1OC(Nc2nc(-c3ccc(F)cc3)cs2)c2ccccc21 (stereo not drawn)	-25	-4	2	nt	-3	20	-12	0.1	-2.1	-1.0
Cc1nn(C)c(C)c1/C=N/N=C1\CCC2C3CCc4cc(O)ccc4C3CCC12C (stereo not drawn)	-1	-8	9	-13	-9	30	11	-3.1	-1.4	5.1
c1cn(CCCNC2CCCCCCC2)cn1	?	-8	-6	1	1	nt	-9	-4.8	-1.2	-3.7
CCN(CC(=O)N1CCN(c2ccccc2)CC1)S(=O)(=O)c1ccc(C)cc1	-3	-2	0	-9	2	7	1	-2.9	nt	-0.4
CCc1nc2n(n1)C(O)c1cc([N+](=O)[O-])ccc1S2 (stereo not drawn)	-6	8	-2	-8	1	8	-1	-0.9	nt	1.3
CCOC(=O)C1(C)CCN1C(=O)c1ccc(Cl)cc1Cl (stereo not drawn)	-4	-8	2	nt	nt	nt	6	-0.6	-0.3	nt
Cc1nc2ccc(NC(=O)c3ccc(Br)o3)cc2s1	1	2	-2	8	-16	9	-3	0.0	nt	0.9
COc1cccc(N2C(=O)CC(N3CCC(C(N)=O)(N4CCCCC4)CC3)C2=O)c1 (stereo not drawn)	-10	3	0	-6	-2	0	9	-1.9	-3.0	-0.1
CC1(C)Cc2c(C#N)c(SCc3nc4ccccc4[nH]3)nc(N3CCOCC3)c2CO1	-18	14	29*	3	-2	-7	-3	-3.1	9.6	-5.1
Cc1nnc2n(Cc3ccccc3)c(=O)c3c4c(sc3n12)COC(C(C)C)C4 (stereo not drawn)	-6	-11	0	3	7	30	11	-1.8	nt	2.5
NC(=S)NNC(=O)c1ccccc1Cl	-5	4	1	0	3	1	-14	-2.9	nt	0.4
Cc1cc(C)cc(NC(=O)C2CCCN2S(=O)(=O)c2cccc3cccnc23)c1 (stereo not drawn)	-5	8	1	-7	11	-42	13	-5.1	nt	2.7
Cc1ccc(NC(=O)N2CCC(NC(=O)c3ccco3)CC2)cc1	-16	2	3	-3	-1	11	-5	0.0	-1.1	3.2
CCOC(=O)C1(C)CCCN1C(=O)c1ccc(F)c(Cl)c1 (stereo not drawn)	8	8	3	nt	nt	nt	0	-0.5	-0.1	nt
COc1ccc(CCn2c(-c3cc([N+](=O)[O-])cc([N+](=O)[O-])c3)nc3nc4ccccc4nc32)cc1	2	4	1	-3	11	8	1	-0.9	nt	1.8
O=C(c1ccc(F)cc1)N1CCCC(c2nc(-c3ccncc3)no2)C1 (stereo not drawn)	7	-4	4	-5	7	nt	-1	-1.4	1.4	1.2

12 of the compounds above, in markdown:
| SMILES | BoNT-F LC inh | GDH-TPI inh | Mtb FBA inh | Rv3671c protease | MazEF act | DUSP3 inh | CCHF vOTU inh | FadD28 FP inh | Mtb BioA inh | UGM FP inh |
| --- | --- | --- | --- | --- | --- | --- | --- | --- | --- | --- |
| Cc1nn(C)c(C)c1/C=N/N=C1\CCC2C3CCc4cc(O)ccc4C3CCC12C (stereo not drawn) | -1 | -8 | 9 | -13 | -9 | 30 | 11 | -3.1 | -1.4 | 5.1 |
| c1cn(CCCNC2CCCCCCC2)cn1 | ? | -8 | -6 | 1 | 1 | nt | -9 | -4.8 | -1.2 | -3.7 |
| CCN(CC(=O)N1CCN(c2ccccc2)CC1)S(=O)(=O)c1ccc(C)cc1 | -3 | -2 | 0 | -9 | 2 | 7 | 1 | -2.9 | nt | -0.4 |
| CCc1nc2n(n1)C(O)c1cc([N+](=O)[O-])ccc1S2 (stereo not drawn) | -6 | 8 | -2 | -8 | 1 | 8 | -1 | -0.9 | nt | 1.3 |
| CCOC(=O)C1(C)CCN1C(=O)c1ccc(Cl)cc1Cl (stereo not drawn) | -4 | -8 | 2 | nt | nt | nt | 6 | -0.6 | -0.3 | nt |
| Cc1nc2ccc(NC(=O)c3ccc(Br)o3)cc2s1 | 1 | 2 | -2 | 8 | -16 | 9 | -3 | 0.0 | nt | 0.9 |
| COc1cccc(N2C(=O)CC(N3CCC(C(N)=O)(N4CCCCC4)CC3)C2=O)c1 (stereo not drawn) | -10 | 3 | 0 | -6 | -2 | 0 | 9 | -1.9 | -3.0 | -0.1 |
| CC1(C)Cc2c(C#N)c(SCc3nc4ccccc4[nH]3)nc(N3CCOCC3)c2CO1 | -18 | 14 | 29* | 3 | -2 | -7 | -3 | -3.1 | 9.6 | -5.1 |
| Cc1nnc2n(Cc3ccccc3)c(=O)c3c4c(sc3n12)COC(C(C)C)C4 (stereo not drawn) | -6 | -11 | 0 | 3 | 7 | 30 | 11 | -1.8 | nt | 2.5 |
| NC(=S)NNC(=O)c1ccccc1Cl | -5 | 4 | 1 | 0 | 3 | 1 | -14 | -2.9 | nt | 0.4 |
| Cc1cc(C)cc(NC(=O)C2CCCN2S(=O)(=O)c2cccc3cccnc23)c1 (stereo not drawn) | -5 | 8 | 1 | -7 | 11 | -42 | 13 | -5.1 | nt | 2.7 |
| Cc1ccc(NC(=O)N2CCC(NC(=O)c3ccco3)CC2)cc1 | -16 | 2 | 3 | -3 | -1 | 11 | -5 | 0.0 | -1.1 | 3.2 |

The list goes on.
SMILES	BoNT-F LC inh	GDH-TPI inh	Mtb FBA inh	Rv3671c protease	MazEF act	DUSP3 inh	CCHF vOTU inh	FadD28 FP inh	Mtb BioA inh	UGM FP inh
COCCCNc1nc(N)c([N+](=O)[O-])c(NCC2CCCO2)n1 (stereo not drawn)	7	22	0	6	-1	-13	4	-2.7	nt	-5.5
O=C1c2ccccc2NC(c2cn[nH]c2-c2ccccc2)N1O (stereo not drawn)	-8	0	0	-2	-1	-2	4	-4.2	0.2	-0.8
COc1ccc(OC)c(-c2nnc3n2N=C(c2ccc(OC)c(OC4CCOC4)c2)CS3)c1 (stereo not drawn)	2	27	5	8	9	nt	11	-0.8	4.4	1.8
COCCNC(=S)NNc1ccc(Cl)c(C(=O)O)c1	-5	15	1	0	2	12	8	-3.6	nt	-0.1
Cc1ccc(S(=O)(=O)NC(C)(C)CSc2ncccn2)cc1	-1	6	5	-4	3	19	-7	-1.2	nt	-0.3
CN(Cc1cccc2ncccc12)C(=O)CC1C(=O)NCCN1Cc1ccc(F)cc1 (stereo not drawn)	-8	5	-1	2	-5	16	6	0.2	3.2	1.3
O=S(=O)(NCc1ccc2c(c1)OCO2)c1ccc2oc3ccccc3c2c1	2	-3	1	-19	13	nt	-4	1.1	nt	-1.3
CCOCc1nnc(NC(=O)c2c(OC)cccc2OC)s1	-3	1	4	1	2	-8	7	0.5	0.0	-1.4
C/C=C/c1ccc(OCCOc2ccc(C=O)cc2)c(OC)c1	0	1	-2	-1	1	-8	8	0.3	0.0	4.9
CCOC(=O)c1c(NCC2CCCO2)c2ccccc2[nH]c1=O (stereo not drawn)	-1	3	-3	-6	-3	30	-8	0.4	nt	-0.6
Cn1c(SCC(N)=O)nnc1C1CCN(C(=O)NCc2ccccc2)CC1	?	-12	-3	8	2	-8	3	-2.4	0.1	-1.0
CC1C(=O)N2CCCc3cc(S(=O)(=O)N4CCN(c5cccc(Cl)c5)CC4)cc1c32 (stereo not drawn)	3	1	-1	14	-1	nt	4	-1.2	1.1	0.1
CC(Oc1ccc2c(-c3ccccc3)cc(=O)oc2c1)C(=O)NCC1CCC(C(=O)O)CC1 (stereo not drawn)	0&-3	21&13	-1&-1	2&-9	-2&0	11	-2&0	-3.5&-2.9	2.6&0.8	4.4&0.1
Cc1cc(C)nc(N/N=C/C=C/c2ccccc2)n1	1	34*	-3	1	6	-5	21	-2.6	-1.0	-0.2
O=C(O)C(c1ccccc1)C1(O)CCCC1 (stereo not drawn)	-3	7	1	-12	-1	24	-1	0.2	-2.1	-5.9
Cc1nn(C)cc1S(=O)(=O)Nc1ccccc1Br	-1	-4	0	1	-13	17	-6	-3.5	-1.6	0.8
Cc1c(C(=O)OCC[N+]2(C)CCCCC2)oc2ccccc12	-4	6	5	2	-19	25	3	-0.9	-3.5	5.1
COc1ccccc1C1CC(=O)Nc2cc3c(cc21)OCCO3 (stereo not drawn)	-9	3	3	-4	-3	30	-1	0.2	-2.5	-1.7
O=C(Cn1cnc2ccccc2c1=O)Nc1ccc(N2CCOCC2)cc1	-1	1	-1	2	-11	8	-7	-3.6	nt	0.4
Cc1cc(N2CCOCC2)n2ncc(-c3ccccc3Cl)c2n1	?	6	3	nt	10	16	-12	nt	-1.1	0.4
Cc1nn(CC(=O)NCCc2ccc(Cl)cc2Cl)c(C)c1[N+](=O)[O-]	-1	6	0	4	4	35	10	-2.6	nt	-0.6
c1ccc(COc2ccc(OCCCN3CCCC3)cc2)cc1	-4	3	0	3	3	-4	3	-5.0	-0.3	0.4
CCN(CC)c1ccc(NC(=O)COc2ccc(C#N)cc2)cc1S(=O)(=O)Nc1ccc(OC)cc1	2	-2	-2	-46	-4	14	7	-3.7	nt	-1.6
